Source: PubChem BioAssay
AmpC no deterg: qHTS Inhibitors of AmpC Beta-Lactamase (assay without detergent). P00811. AmpC nitrocefin hydrolysis, absorbance 480 nm, 0.0001% Triton. Potency, µM (highest dose often 57.1 µM), for the others: at the highest dose activity change, negative = inhibition, hits mostly inhibitors. actives 0.52% (n = 330,000);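 also: potency is read from the fitted curve at half-maximal effect; plate controls were no compound for no effect and no enzyme for full effect; nearly all actives have a fitted effect of over 20% in size; some results filed as inactive show a strong effect at the top dose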
Target sequence (P00811 whole entry, looked up): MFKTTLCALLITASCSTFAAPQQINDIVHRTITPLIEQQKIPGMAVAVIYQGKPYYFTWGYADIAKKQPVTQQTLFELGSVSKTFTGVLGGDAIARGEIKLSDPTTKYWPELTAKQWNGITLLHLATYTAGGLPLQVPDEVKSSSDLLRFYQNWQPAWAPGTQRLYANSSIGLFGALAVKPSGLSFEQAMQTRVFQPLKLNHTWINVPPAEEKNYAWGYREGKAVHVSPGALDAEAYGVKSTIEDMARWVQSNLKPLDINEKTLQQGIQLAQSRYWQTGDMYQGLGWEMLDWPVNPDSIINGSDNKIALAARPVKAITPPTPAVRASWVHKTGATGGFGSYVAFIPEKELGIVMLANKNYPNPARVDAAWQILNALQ
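AmpC (5.3 nM in the dispensed reagent) in 20 mM phosphate pH 7.0 with 0.01% (detergent screen) or 0.0001% Triton X-100 was preincubated with compounds for 15 min at room temperature. Nitrocefin was then added from an 800 uM solution, and hydrolysis was followed at 480 nm.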
HCV inh: qHTS Assay for Inhibitors of Hepatitis C Virus (HCV); Huh7.5.1 HCVcc-Cre infection, luciferase reporter, 44 h; Potency, µM (titrated, usually from 41.8 µM), without a hit: at the top dose activity change, negative = inhibition, most hits filed as inhibitors; actives 3.4% (n = 340,000); AID 651820, 2012; also: potency is read from the fitted curve at half-maximal effect
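HCVcc-Cre virus at an moi near 0.5 was added right after compound to cells cultured 4 h from seeding (1,000 cells/well). Luciferase activity was determined 44 h later, 15 min after substrate addition at RT.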
Giardia FBPA inh: qHTS Assay for Inhibitors of Fructose-1,6-bisphosphate Aldolase from Giardia Lamblia. Potency, µM (highest dose often 59.6 µM), inactives show top-dose activity, negative = inhibition, hits mostly inhibitors. purified Giardia FBPA. AID 2451, 2010. actives 0.71% (n = 290,000). A8B2U2; also: potency is read from the fitted curve at half-maximal effect; nearly all actives have a fitted effect of over 55% in size
Target sequence (A8B2U2 whole entry, looked up): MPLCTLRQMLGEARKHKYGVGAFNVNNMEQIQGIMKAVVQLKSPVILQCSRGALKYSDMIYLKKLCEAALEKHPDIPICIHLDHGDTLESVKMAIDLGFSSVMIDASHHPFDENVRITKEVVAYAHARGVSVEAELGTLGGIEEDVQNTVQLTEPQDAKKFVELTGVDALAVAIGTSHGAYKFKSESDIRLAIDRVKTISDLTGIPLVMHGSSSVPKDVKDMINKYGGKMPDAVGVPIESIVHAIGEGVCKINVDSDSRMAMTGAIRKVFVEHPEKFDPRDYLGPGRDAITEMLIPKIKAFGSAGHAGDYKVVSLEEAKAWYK
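Giardia FBPA (40 nM reagent) was preincubated 10 min at RT with compound (up to 57.5 uM final), then substrate plus GAPDH/TPI/NAD/arsenate coupling system with diaphorase/resazurin was added; resorufin fluorescence (525/598 nm) was read after 20 min.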
HCMV inh: qHTS Assay for inhibitors of the human cytomegalovirus (HCMV). activity change, negative = inhibition, % at 57.5 µM. actives 4.5% (n = 410,000). HFF cells, HCMV-luciferase reporter, 72 h; hits give low values; in the data active = activity change below about -60%; inconclusive = no clear call, values can overlap the other calls; inactive = above about -39%
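Steps: HFFs plated, 16 h 37C; compounds added; HCMV-luciferase added to MOI 1 PFU/cell; 72 h 37C; OneGlo reagent, 5 min room temperature; luminescence read, normalized to controls.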
AmpC inh detg: qHTS Inhibitors of AmpC Beta-Lactamase (assay with detergent); Potency, µM (top dose mostly 114 µM), without a hit: at the highest dose activity change, negative = inhibition, usual class: inhibitors; AmpC hydrolysis of nitrocefin, absorbance 480 nm, 0.01% Triton; P00811; actives 0.041% (n = 370,000);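 also: potency is read from the fitted curve at half-maximal effect; 0% = no-compound wells and -100% = no-enzyme wells; nearly all actives have a fitted effect of over 25% in size; some results filed as inactive show a strong effect at the top dose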
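AmpC (5.3 nM in the dispensed reagent) in 20 mM phosphate pH 7.0 with 0.01% (detergent screen) or 0.0001% Triton X-100 was preincubated with compounds for 15 min at room temperature. Nitrocefin was then added from an 800 uM solution, and hydrolysis was followed at 480 nm.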
Sm TGR inh: qHTS Assay for the Inhibitors of Schistosoma Mansoni Peroxiredoxins | Schistosoma mansoni thioredoxin glutathione reductase (TGR), Q962Y6 | purified TGR, DTNB reduction, TNB absorbance 405 nm | Potency, µM (titrated, usually from 114 µM), inactives show at the highest dose activity change, negative = inhibition, actives largely listed as inhibitors | actives 3% (n = 360,000); also: potency is read from the fitted curve at half-maximal effect; nearly all actives have a fitted effect of over 60% in size
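TGR 20 nM + NADPH 100 uM (dispensed conc.), cpd preinc 15 min RT; start with NADPH (500 uM addition) then DTNB (15 mM addition). Kinetic TNB absorbance, 405 nm filter. Four-parameter Hill fit across titration.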
The depositor's hits bear a star; u = inconclusive; x = not tested or not shown; & = joins results of further samples; [ ] = dose if it differs, or a comment. Unless noted, calls follow the shape of the dose curve; as a rule, active = well fitted curve in the direction sought with a large enough effect; inconclusive = small, poorly fitted or top-dose-only effect, or another doubt; inactive = no such curve, though single readings can be large; an effect the other way counts as inactive or inconclusive. Unless noted, % is scaled to controls: 0 for no effect and ±100 for the full control effect.

1) OC(COc1ccc(CNCCc2ccccc2F)cc1)CN1CCCCC1 (configuration not stated)
2) CCN=C1SC(CC(N)=O)C(=O)N1CC (configuration not stated)
3) CCc1ccccc1NC(=O)C1CCCN(S(=O)(=O)c2cccc3nsnc23)C1 (configuration not stated)
4) N#Cc1ccccc1S(=O)(=O)N1CCN(C(=O)C2CC(=O)N(c3ccc4c(c3)OCCO4)C2)CC1 (configuration not stated)
5) CCOC(=O)c1c(O)cc(OC)cc1CCc1ccccc1
6) CCc1cc2ccccc2nc1Cl
7) C=CCn1c(-c2cccc(OC)c2)nc2nc3ccccc3nc21
8) Cc1ccc(-c2cn(-c3ccccc3)c(SCC(=O)NC3CCS(=O)(=O)C3)n2)cc1C (configuration not stated)
9) COC(=O)c1ccc2c(c1)NC(=O)C(N1CCCCC1)S2 (configuration not stated)
10) O=C(N/N=C/c1ccncc1)c1ccc(-n2cccc2)cc1

assay / entry	1	2	3	4	5	6	7	8	9	10
AmpC no deterg	12%	-14%	x	35%	-35%	-1%	11%	187%[activator]	-55%	-27%
HCV inh	u	11%	x	24%	-17%	4%	12%	12%	-20%	6%
Giardia FBPA inh	2%	-2%	x	x	x	-1%	-5%	-1%	3%	-2%
HCMV inh	-33	-13	-14	0	-15	8	-1	-2	42	20
AmpC inh detg	3%	-2%	-1%	x	x	-1%	0%	0%	u	-10%
Sm TGR inh	-24%	17%	5%	x	x	x	10%	1%	2%	-8%

11) COc1ccc(/C=C/C(=O)NC(=S)N2CCCCC2)cc1OC
12) O=C(OC(C(=O)NC1CCCCC1)c1ccccc1)c1ccco1 (configuration not stated)
13) O=C(CCCOc1ccccc1)N1CCN(c2ccccc2)CC1
14) Cc1occc1-c1nnc(SCC(=O)Nc2ccc3c(c2)OCO3)n1CC1CCCO1 (configuration not stated)
15) CN1CCC(=NNC(=O)COc2ccc(Cl)cc2)CC1
16) O=C(CN1C(=O)C(=O)N(C2CCCC2)C1=O)Nc1ccc([N+](=O)[O-])cc1
17) O=C(c1ccco1)N1CCN(C(c2cccs2)c2nnnn2C2CCCC2)CC1 (configuration not stated)
18) COc1ccc(NC(=S)N/N=C2/CCCc3c(C)cc(C)cc32)cc1
19) COc1cc(S(=O)(=O)NCCc2c(C)[nH]c3ccc(C)cc23)ccc1Br
20) Cc1noc(C)c1COc1cccc(C(=O)NCc2ccccc2Cl)c1

assay / entry	11	12	13	14	15	16	17	18	19	20
AmpC no deterg	-15%	-6%	48%	-6%	-17%	-31%	19%	-17%	x	-10%
HCV inh	26%	10%	15%	4%	8%	8%	-7%	17%	x	-6%
Giardia FBPA inh	-23%	4%	1%	4%	3%	x	0%	4%	x	2%
HCMV inh	10	-6	3	-11	-13	-5	-101*	-17	23	-1
AmpC inh detg	-10%	u	u	-8%	u	u	-4%	-11%	5%	3%
Sm TGR inh	-1%	5%	-4%	-41%	7%	4%	-35%	-6%	0%	11%

21) CCOc1ccc(NC(=O)COC(=O)CN2CCCCCC2=O)cc1
22) O=C(O)c1ccccc1N=Nc1c(O)[nH]c2ccc([N+](=O)[O-])cc12
23) O=S(=O)(NCc1ccccc1)c1ccc(F)cc1Br
24) CCN(CC)S(=O)(=O)c1ccc(C(=O)NCCN(C)C)cc1
25) CS(=O)(=O)N(CC(=O)Nc1ccccc1C(=O)N1CCCC1)c1ccccc1Br
26) Cc1occc1-c1nnc(SCC(=O)NCc2cccs2)n1-c1ccc(F)cc1
27) COc1ccc(CC(=O)OC(C)C(=O)NCc2ccc3c(c2)OCO3)cc1OC (configuration not stated)
28) CCCCCCOc1ccc(OCC(O)CN2C(=O)NC(C)(C)C2=O)cc1 (configuration not stated)
29) COc1ccccc1CCc1nnc(N)s1
30) COc1ccc(C(C)=O)cc1COc1ccc(F)cc1

assay / entry	21	22	23	24	25	26	27	28	29	30
AmpC no deterg	-1%	-17%	-23%	-6%	-9%	19%	2%	38%	-1%	-1%
HCV inh	2%	8%	11%	7%	u	-5%	18%	0%	6%	u
Giardia FBPA inh	x	-6%	-8%&-10%	1%	x	0%	x	5%	4%	-5%
HCMV inh	30	x	-15	-31	-23	-38	-10	10	21	31
AmpC inh detg	x	-6%	5%	1%	5%	-11%	0%	-7%	4%	6%
Sm TGR inh	x	10%	4%	x	-24%	-30%	-6%	0%	-4%	-34%

An excerpt of these results, field by field:
(23) O=S(=O)(NCc1ccccc1)c1ccc(F)cc1Br
  AmpC no deterg = -23%
  HCV inh = 11%
  Giardia FBPA inh = -8%&-10%
  HCMV inh = -15
  AmpC inh detg = 5%
  Sm TGR inh = 4%

(26) Cc1occc1-c1nnc(SCC(=O)NCc2cccs2)n1-c1ccc(F)cc1
  AmpC no deterg = 19%
  HCV inh = -5%
  Giardia FBPA inh = 0%
  HCMV inh = -38
  AmpC inh detg = -11%
  Sm TGR inh = -30%

(24) CCN(CC)S(=O)(=O)c1ccc(C(=O)NCCN(C)C)cc1
  AmpC no deterg = -6%
  HCV inh = 7%
  Giardia FBPA inh = 1%
  HCMV inh = -31
  AmpC inh detg = 1%
  Sm TGR inh = x

(22) O=C(O)c1ccccc1N=Nc1c(O)[nH]c2ccc([N+](=O)[O-])cc12
  AmpC no deterg = -17%
  HCV inh = 8%
  Giardia FBPA inh = -6%
  HCMV inh = x
  AmpC inh detg = -6%
  Sm TGR inh = 10%

(continued)
31) Cc1ccc(N2CC(C(=O)NC3=NCCS3)CC2=O)cc1C (configuration not stated)
32) CC1CCCN(CCCNC(=O)c2nn(C)c3c2CSc2ccccc2-3)C1 (configuration not stated)
33) CC(=O)c1cccc(OCC(=O)N2CCN(CC(=O)Nc3cccc(F)c3)CC2)c1
34) O=C(CSc1nnc2ccc(-c3cccnc3)nn12)Nc1ccc(F)cc1F
35) Cc1ccc(C(C)C)c2c1C(c1ccc3c(c1)OCO3)CC(=O)O2 (configuration not stated)
36) CCOc1ccccc1CN1C(=O)c2ccccc2C1C(=O)NCC1CCCO1 (configuration not stated)
37) Cc1ccc(S(=O)(=O)NCC(=O)N(CC(=O)NCc2ccco2)Cc2ccccc2)cc1
38) ClCc1c2ccccc2cc2ccccc12
39) CCN(CC)c1nc(N)nc(N(c2ccccc2)c2ccccc2)n1
40) CCOC(=O)c1cccc(NC(=O)Cn2ncc3c(=O)oc4ccccc4c32)c1

assay / entry	31	32	33	34	35	36	37	38	39	40
AmpC no deterg	-13%	1%	2%	-25%	-26%	2%	-9%	-23%	58%	x
HCV inh	-10%	u	-9%	4%	13µM*	6%	-2%	1%	-27%	x
Giardia FBPA inh	-2%	9%	x	-21%	10%[89.2 µM]	6%	x	x	5%	x
HCMV inh	u	-28	-23	-12	-15	27	-9	u	16	7
AmpC inh detg	u	-13%	3%	-10%	x	0%	8%	-18%	-8%	4%
Sm TGR inh	6%	-9%	-2%	0%	x	14%	-3%	-18%	1%	10%

41) Cc1ccc(-c2nc(CS(=O)CC(=O)N3CCN(c4ccccc4)CC3)c(C)o2)cc1 (configuration not stated)
42) Cc1ccc(OCCNC(=O)CNC(=O)c2ccc3c(c2)OCO3)cc1
43) Clc1ccc(SCCCCN2CCOCC2)cc1
44) CSCC[C@H](NC(=O)C1CCN(S(=O)(=O)c2ccc(C)cc2)CC1)C(=O)NC1CCS(=O)(=O)C1 (some centres not stated)
45) O=C1NC2NC(=O)N([N+](=O)[O-])C2N1 (configuration not stated)
46) O=C(c1cc(-c2ccc(Br)cc2)nc2ccccc12)N1CCC1
47) Cc1ccc(CNC(=O)C(CC(C)C)OC(=O)c2ccco2)cc1 (configuration not stated)
48) CCOc1ccc(NC(=O)Cn2cc(C(=O)c3ccc(CC)cc3)c(=O)c3cc4c(cc32)OCO4)cc1
49) N#Cc1ccc(OCC(=O)OCC(=O)NC2CC2)cc1
50) CSc1ccc(Cl)c(C(=O)Nc2nccs2)c1

assay / entry	41	42	43	44	45	46	47	48	49	50
AmpC no deterg	149%[activator]	-3%	-2%	8%	-19%	127%[activator]	-2%	x	-15%	-34%
HCV inh	u	-16%	-2%	33%[activator]	17%	u	u	x	-6%	-18%
Giardia FBPA inh	x	x	-25%	1%	7%	x	9%	x	x	0%
HCMV inh	u	-5	-12	-15	60	21	18	-9	-6	0
AmpC inh detg	7%&13%	-15%	0%	-17%	-2%	u	-5%	15%	x	4%
Sm TGR inh	-15%	2%	-16%	-1%	0%	-22%	-8%	-6%	x	-5%

51) O=C(Nc1ccc2c(c1)OCCO2)c1ccc(S(=O)(=O)N2CCCCC2)cc1
52) Cc1c(C(=O)Oc2ccc(Br)cc2)sc2ncn(Cc3ccccc3F)c(=O)c12
53) Fc1ccc(OCc2nnc(-c3ccccc3Br)o2)c(Cl)c1
54) Nc1nc(-c2ccc(Oc3ccccc3)cc2)cs1
55) CC(C(=O)N1CCN(Cc2ccc3c(c2)OCO3)CC1)n1cc([N+](=O)[O-])cn1 (configuration not stated)
56) C=C(C)Cn1c(SCC(=O)Nc2cc(C)ccc2C)nc2sc3c(c2c1=O)CCCC3
57) Cc1c(C(=O)O)cccc1N1C(=O)Nc2ccccc2N1O
58) CCOC(=O)c1nc(S(C)(=O)=O)ncc1Cl
59) O=C(CSc1nc2ccccc2o1)N1c2ccccc2Sc2ccccc21
60) Cc1ccc(C)c(OCC(=O)NC2CCCCCC2)c1

assay / entry	51	52	53	54	55	56	57	58	59	60
AmpC no deterg	-25%	x	-32%	-53%	0%	x	-8%	-21%	-3%	45%
HCV inh	-26%	x	4%	10µM*	-1%	x	6%	u	u	3%
Giardia FBPA inh	-2%	x	-1%	6%	16%	x	5%	1%	-1%	x
HCMV inh	u	13	-28	25	-17	5	26	-70*	-32	25
AmpC inh detg	-13%	-4%	-5%	-8%	2%	-9%	-14%	u	-15%	0%
Sm TGR inh	-1%	5%	-3%	9%	3%	-12%	-1%	8.9µM*	-3%	1%

61) O=C(NCCc1ccccc1)/C(=C/c1ccco1)c1ccccc1
62) C=CSc1sc(Cl)c(N(CC)CC)c1[N+](=O)[O-]
63) O=C(O)c1cc(NCc2ccccc2C(F)(F)F)ccc1N1CCOCC1
64) COc1cc(C(=O)NCCc2c[nH]c3ccccc23)ccc1OCc1c(C)noc1C

assay / entry	61	62	63	64
AmpC no deterg	-26%	-27%	-2%	0%
HCV inh	-18%	13%	18%	-28%
Giardia FBPA inh	u	u	1%	3%
HCMV inh	u	-38	-17	48
AmpC inh detg	-16%	2%	-18%	-6%
Sm TGR inh	13µM*	x	8%	-2%
